Screening results (PubChem)
HTR5A inv ag: HTR5A inverse agonists in luminescence cell assay, primary screen, counter-screen for OPRM1-OPRD1 heterodimer inverse agonist project, full-deck HTS. 5-hydroxytryptamine receptor 5A (Homo sapiens), P47898. HTR5A cell line, inverse agonism. inhibition, % at 9.3 µM. 340,000 tested, 0.083% active; in the data active = inhibition mostly above about 23%, no sharp cut-off; inactive = mostly below about 18%;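 also: 0% = cells with DMSO and 100% = no-cell wells with DMSO; some compounds called inactive have numbers as strong as hits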
Target sequence (P47898 whole entry, looked up): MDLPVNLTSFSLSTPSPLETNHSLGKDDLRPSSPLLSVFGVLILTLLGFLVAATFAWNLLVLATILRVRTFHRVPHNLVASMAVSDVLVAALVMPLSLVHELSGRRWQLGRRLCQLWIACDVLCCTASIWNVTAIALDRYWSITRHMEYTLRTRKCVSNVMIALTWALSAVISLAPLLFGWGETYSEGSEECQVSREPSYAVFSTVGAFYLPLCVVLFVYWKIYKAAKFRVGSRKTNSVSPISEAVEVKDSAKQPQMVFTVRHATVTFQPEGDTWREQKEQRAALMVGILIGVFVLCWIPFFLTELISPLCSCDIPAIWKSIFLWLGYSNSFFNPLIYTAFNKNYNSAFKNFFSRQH
MOR-DOR inv ag: inverse agonists of MOR-DOR heterodimerization, primary screen, cell-based, luminescence. 340,000 tested, 0.21% active. AID 504357, 2011. cell-based MOR-DOR heterodimer luminescence, inverse agonism. inhibition, % at 9.3 µM; in the data active = inhibition above about 22%, passing the limit was not always enough;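 also: 0% = cells with DMSO and 100% = wells without cells with DMSO; values of inactives mirror those of a sister screen read the other way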
V-ATPase pH: regulators of yeast V-ATPase proton pumping, primary screen, pHLuorin cytosolic pH fluorescence; S. cerevisiae; response, % at 10 µM; 350,000 tested, 0.37% active; AID 504577, 2011; in the data active = response mostly above about 7.3%, no sharp cut-off; inactive = mostly below about 5.4%; also: actives read high; inactives centre near 0; some compounds called inactive have numbers as strong as hits; reference of the scale not given here
DSG3 Ab inh: inhibitors of pemphigus antibody binding to DSG3, primary screen, biochemical, bead-based, flow cytometry, scFv-GFP | 310,000 tested, 0.48% active | DSG3-coupled beads, scFv-anti-DSG3-GFP binding; active compounds read low | binding (percent of control), % at 10 µM | Desmoglein-3 (Homo sapiens), P32926;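 active = binding more than 3 SD below its plate's average and above zero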;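 also: hits lower antibody fragment binding to DSG3; some compounds called inactive have numbers as strong as hits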
PKA-R2B act: activators of PKA-R2B holoenzyme, primary screen, biochemical, fluorescence polarization, Cy5-IP20, human | 340,000 tested, 0.079% active | activation, % at 11.4 µM | PKA-R2B holoenzyme dissociation; R2B truncated from residue 108, S112A mutant; 0% DMSO only, 100% 113 µM cGMP;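 active = activation above a cutoff set at the mean over all compounds plus 3 SD, cut at about 18% in these data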;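 also: higher means more holoenzyme dissociation and a rise in polarization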
Target sequence (P31323 whole entry, looked up, other chains not shown, the tested form may be a part): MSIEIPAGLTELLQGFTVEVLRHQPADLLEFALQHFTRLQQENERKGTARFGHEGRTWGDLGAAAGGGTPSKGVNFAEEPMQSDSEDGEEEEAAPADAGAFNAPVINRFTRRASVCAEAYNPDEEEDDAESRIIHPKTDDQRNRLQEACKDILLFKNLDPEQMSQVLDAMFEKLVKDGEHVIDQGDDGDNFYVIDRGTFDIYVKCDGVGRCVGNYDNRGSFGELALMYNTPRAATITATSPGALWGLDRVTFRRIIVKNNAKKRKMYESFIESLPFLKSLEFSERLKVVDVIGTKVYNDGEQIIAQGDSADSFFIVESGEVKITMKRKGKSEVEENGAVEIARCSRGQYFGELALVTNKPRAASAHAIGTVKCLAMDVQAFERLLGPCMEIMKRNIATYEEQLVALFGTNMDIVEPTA
HTR5A ag: HTR5A agonists in luminescence cell assay, primary screen, counter-screen for OPRM1-OPRD1 heterodimer agonist project, full-deck HTS | cell-based | activation, % at 9.3 µM | 5-hydroxytryptamine receptor 5A (Homo sapiens), P47898 | 340,000 tested, 0.61% active; in the data active = activation mostly above about 9.5%, no sharp cut-off; inactive = mostly below about 7.6%;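 also: 0% = cells with vehicle only and 100% = reference agonist; strong numbers were not always called active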
MOR-DOR ag: agonists of OPRM1-OPRD1 heterodimerization, primary screen, cell-based, luminescence. Mu-type opioid receptor (Homo sapiens) + Delta-type opioid receptor (Homo sapiens), …. cells. activation, % at 9.3 µM. 340,000 tested, 0.3% active; in the data active = activation above about 18%;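 also: 0% = vehicle-treated cells and 100% = reference agonist; values of inactives mirror those of a sister screen read the other way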
Arr AP2 block: inhibitors of beta-arrestin/AP2 binding, primary screen, biochemical, GPCR trafficking, flow cytometry; FITC-arrestin peptide / GST-AP2 beads; AP2 beta2 appendage carries R879A mutation; inhibition, % at 10 µM; 340,000 tested, 0.31% active; AID 504490, 2011;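 active = inhibition above a set limit, near 3 SD of compounds lacking own fluorescence, cut at about 54% in these data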;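 also: plate controls were DMSO wells for no effect and 5 µM unlabelled arrestin peptide for full effect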
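Material – AP2 appendage R879A on GSH beads · Buffer or medium – PBS with 0.05% Tween 20 and 0.1% BSA · Probe or stimulus – fluorescein-tagged arrestin peptide at 50 nM final · Incubation – compound with beads 12 min RT, then probe 1 h RT · Detection – high-throughput flow cytometry of beads, ex 488, em 535 nm · Evaluation – percent response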
DAGLB inh: DAGLB lipase inhibitors, primary screen, biochemical, fluorescence, HTS; Diacylglycerol lipase-beta (Homo sapiens), Q8NCG7; HEK293T DAGLB membrane lysate, EnzChek fluorogenic substrate; inhibition, % at 5.17 µM; 340,000 tested, 0.059% active; AID 504411, 2011; in the data active = inhibition above about 34%;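 also: 0% = enzyme with vehicle and 100% = wells lacking enzyme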
PKA-R1A activ: activators of PKA-R1A holoenzyme, primary screen, biochemical, fluorescence polarization, Cy5-IP20, bovine R1A, mouse PKAc. activation, % at 11.4 µM. PKA-R1A dissociation; scaled: DMSO 0%, 113 µM cGMP 100%. cAMP-dependent protein kinase type I-alpha regulatory subunit (Bos taurus) + …. 340,000 tested, 0.083% active;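 active = percent activation above the mean of all tested compounds plus 3 SD, cut at about 19% in these data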;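 also: higher means more PKAc released from R1A so a rise in polarization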
Starred values were filed as active, the others as inactive; . = not tested or not shown; & = joins results of further samples.

Fields – HTR5A inv ag, MOR-DOR inv ag, V-ATPase pH, DSG3 Ab inh, PKA-R2B act, HTR5A ag, MOR-DOR ag, Arr AP2 block, DAGLB inh, PKA-R1A activ
CCOc1ccc(NC(=O)CSc2nnnn2-c2ccc(C(N)=O)cc2)cc1
 : 1, 16, 0, 91, 21*, 0, -3.5, -22, -2, -13
O=C(NCc1cccc(Cl)c1)c1ccc(S(=O)(=O)Nc2cccc(C(F)(F)F)c2)cc1
 : -15, -22, 4, 128, -2, 2, 4.0, -8, 1, -10
Cc1cccc(C)c1N(CC(=O)NCc1ccc(F)cc1)C(=O)c1csnn1
 : -2, -11, 2, 95, -1, 1, 2.1, 40, 1, -6
CCn1c(Cc2ccccc2)nnc1SCC(=O)NC1CC1
 : -1, 4, -4, ., -7, 0, -0.8, 4, 1, 6
CC(C)CC1NC(=O)N(CC(=O)c2ccc3c(c2)OCCO3)C1=O (stereo not drawn)
 : -35, -20, 0, 104, 2, 2, 3.5, 10, -1, -8
O=C1CCC/C(=N\NC(=O)NC2CCCCC2)C1
 : 9, -4, -3, 129, 0, 1, 0.7, 12, -1, -2
Cn1c(=O)c(NC2CCCCC2)c2c3c(cccc31)C(=O)c1ccccc1-2
 : -10, -11, 4, 232, 4, 4, 2.1, 14, -272, -9
OC(COc1ccc2c(c1)OCO2)CN1CCCC1 (stereo not drawn)
 : 6, 3, 1, 105, 10, -2, -0.6, 13, -1, -1
Cc1[nH]c2ccccc2c1C(=O)CN1CCCC(C)C1 (stereo not drawn)
 : -6, 9, 0, 122, -10, 2, -1.9, -10, 1, 3
O=C(Nc1cnc2ccccc2c1)c1cccc(-n2cnnn2)c1
 : 6, 11, 1, ., 0, -2, -2.1, 4, 1, -6
COc1ccc(NC(=O)NC(C(F)(F)F)C(F)(F)F)cc1
 : -5, 4, -1, ., -11, 2, -0.8, 4, -3, -17
Cc1[nH]c2c(Cl)cccc2c1CCNC(=O)C1CCCCC1C(=O)OCC(F)(F)F (stereo not drawn)
 : -3, -35, 5, 114, -13, 1, 6.6, 1, -4, -9
CCOC(=O)N1CCN(C(=O)c2ccc(Cn3c(=S)[nH]c4cc(OCC)c(OCC)cc4c3=O)cc2)CC1
 : 7, 5, 1, 117, 7, -3, -1.1, -19, 0, -4
NC(=O)C1(NC(=O)[C@@H]2CC3(CC(c4cccc(NC(=O)[C@@H]5CCC(=O)N5)c4)=NO3)CN2C(=O)c2cnccn2)CC1 (stereo partly drawn)
 : 10, 8, -2, 96, -3, -3, -1.4, 2, 0, 5
Cc1ccc(S(=O)(=O)N(C)C)cc1NC(=O)COC(=O)/C(=C/c1ccc(F)cc1)c1cccs1
 : 24, -26, 1, 87, -14, 4, 3.8, -1, -25, -15
CC1CCN(CC(=O)Nc2ccccc2-c2ccccc2)CC1
 : 0, -23, 2, 104, -2, 0, 4.0, 0, -9, 9
COc1ccc(NC(=O)CN(C)C(=O)Cc2c(C)nc3ccccc3c2C)cc1
 : 6, -6, -4, 99, -4, 3, 0.9, 6, 3, 1
Cc1cc(S(=O)(=O)N2CCCCC2)ccc1OCC(=O)Nc1ccccc1
 : 25, 10, -3, 93, 3, 5, -1.9, 27, -3, -4
N/C(=N\OC(=O)c1ccc2c(c1)OCO2)c1ccc(Cl)cc1
 : -17, -40, -6, 100, -6, 4, 6.9, 8, -2, 1
CCC(C)c1ccc(OCC(=O)O)cc1 (stereo not drawn)
 : -14, 12, -1, ., -7, 5, -2.1, -7, -4, -6
O=C(/C(=C/c1cccnc1)n1ccnc1)c1ccc(Cl)cc1Cl
 : -7, 10, -3, ., 1, 5, -2.1, 3, 1, -1
O=C1C(=O)N(c2ccc(O)cc2)C(c2ccccc2[N+](=O)[O-])/C1=C(\O)c1ccccc1 (stereo not drawn)
 : 5, 7, 2, 96, -6, -2, -1.3, 1, 1, -4
COc1cccc(OC)c1C(=O)Nc1ccc(N2CCN(C(=O)c3ccco3)CC2)cc1
 : 20, 1, -2, 122, 2, -7, -0.1, 8, 0, -2
COc1ccc(NC(=O)N2CCc3ccccc32)cc1
 : -17, 10, 6, 108, 2, 2, -1.8, -4, -1, -7
COc1ccc(Cn2c(-c3ccc(C)cc3)c[n+]3ccccc23)cc1
 : 13, 7, 1, 84, 4, -5, -1.1, 24, -2, 1
O=C(NC(=S)N1CCCC1)c1ccc(Cl)cc1Cl
 : 5, 2, -4, ., 6, 2, -0.4, 21, 1, 8
O=C(NCc1cccs1)C(Cc1ccccc1)n1cccc1 (stereo not drawn)
 : -20, 11, 1, 116, -5, -3, -1.9, 7, -1, -14
O=C(N/N=C/c1ccccn1)c1cccc(NC(=O)c2ccc(Cl)cc2)c1
 : -25, -13, -1, 98, 6, 6, 2.8, -11, 1, 6
CCOc1ccc(N2C(=O)CC(Sc3ccccc3C(=O)O)C2=O)c([N+](=O)[O-])c1 (stereo not drawn)
 : -4, 11, -5, 104, 2, 1, -2.3, 18, -1, -4
COc1ccc(N2CCN(C(=O)CSc3nc4nc(C)cc(C)n4n3)CC2)cc1
 : 2, 8, 9, 98, 2, -1, -1.6, -24, 1, -19
CC(C(=O)Nc1ccc(Cl)cc1Cl)N1C(=O)NC2(CCCCCCC2)C1=O (stereo not drawn)
 : -16, -5, 0, 113, 4, 6, 1.3, -9, -1, 6
CC(C)OC(=O)NCN1C(=O)C2C3C=CC(C3)C2C1=O (stereo not drawn)
 : -7, -10, 1, 95, -3, 1, 1.6, -31, 1, -7
CCOP(=O)(OCC)C(Nc1ccccc1)c1ccccc1C(F)(F)F (stereo not drawn)
 : 3, 1, 0, ., -5, -1, -0.2, 28, -1, 1
COc1ccc(-c2nc3ccccc3c(=O)n2CCOc2cccc(C)c2C)cc1
 : -7, -14, 0, 103, -5, 2, 1.9, 2, -1, -12
CC(=O)c1cccc(NC(=O)N2C3CCC2CC(O)(c2cccnc2)C3)c1 (stereo not drawn)
 : 1, -18, -2, 108, -15, 0, 3.3, -12, 1, -4
COCCn1nnnc1C(c1cccc(OC)c1OC)N1CCN(C2CCCCC2)CC1 (stereo not drawn)
 : 4, -4, 1, ., -15, -1, 1.0, 20, -3, -6
Cn1cccc1Cc1nnc(SCC(=O)NC2CCCCC2)n1-c1ccc(F)cc1
 : 4, 0, -1, 100, 2, -1, 0.0, -7, 4, 10
COc1ccc(NC(=O)CSc2nccn2Cc2ccc(F)cc2)c(OC)c1
 : 5, 13, -2, 108, 6, -1, -2.3, -15, -1, 7
CCC(C)NC(=O)Cn1ccc2cc(S(=O)(=O)N3CCCCCC3)ccc21 (stereo not drawn)
 : -17, 1, -3, 96, 2, 4, -0.2, -14, 2, -9
CC1(C)Oc2ccc3ccc(=O)oc3c2/C(=C/NNC(N)=O)C1=O
 : 20, 18, 0, 108, -1, -5, -3.7, -3, 1, 4
COc1ccc(C(=O)NCCS(=O)(=O)NCc2ccccc2)cc1
 : -8, 17, 4, 102, 1, 0, -2.5, 5, -1, 11
COc1ccc2c(c1)c1ncn(CCN3CCCC3)c(=O)c1n2C
 : 0, 1, 2, 102, 5, -1, -0.1, 4, -2, 10
N#CCC(=O)N/N=C/c1ccc(OCC(=O)Nc2ccc(F)cc2)cc1
 : 15, 3, -3, 82, -3, 2, -0.4, 3, 1, 1
CC(C)NC(=O)Nc1ccc2c(c1)C(=O)N([C@H](C)CO)C[C@H](C)[C@@H](CN(C)C(=O)Nc1ccc(C(F)(F)F)cc1)O2
 : 12, 7, 0, 100, 5, -4, -1.5, -3, 0, -8
CCc1nc(C#N)c(N2CCCCC2)o1
 : -8, 9, -3, 96, -7, 3, -1.8, 22, 2, -2
O=c1cc(-c2ccccc2Cl)oc2c(NS(=O)(=O)c3cc(Cl)cc(Cl)c3O)ccc(O)c12
 : -19, -11, 11, 100, 5, 8, 2.0, 35, 41*, 12
N#Cc1ccc(N=c2ssnc2Cl)cc1
 : -11&-4, 6&13, 2&-2, 96, -4&-1, 2&1, -1.0&-2.1, -11&11, 2&-5, 0&-2
Cc1ccc(N2CCN(/N=C/c3ccccc3)CC2)cc1
 : -9, 1, 2, 99, -2, -3, -0.1, -3, 1, -4
CN1C(=O)CC(N2CCN(CCN=CC3=C(O)CC(C)(C)CC3=O)CC2)C1=O (stereo not drawn)
 : -15, 12, -1, 102, -5, 1, -2.9, 16, -1, -5
Cc1ccc(OCCc2csc(N)n2)cc1
 : -3, 16, 1, 114, 4, -2, -3.4, 13, 0, -3
CCCCN(CCCC)S(=O)(=O)c1ccc(SCC(=O)OCC)c([N+](=O)[O-])c1
 : -50, 18, -3, 121, 0, -2, -3.9, -11, -2, 5
Cc1ccc(S(=O)(=O)N(CC(=O)Nc2ccc(Cl)cc2)C(=O)N2CCN(C)CC2)cc1
 : 3, -5, 4, 99, -7, -1, 0.8, 0, 0, 1
CS(=O)(=O)N(CCC#N)Cc1ccc(/C=C2\C(=O)Nc3ccccc32)o1
 : 2, 1, -4, 101, -6, -1, -0.2, 2, 1, -3

Another view of two compounds above.
canonical_smiles	HTR5A inv ag	MOR-DOR inv ag	V-ATPase pH	DSG3 Ab inh	PKA-R2B act	HTR5A ag	MOR-DOR ag	Arr AP2 block	DAGLB inh	PKA-R1A activ
CCOc1ccc(NC(=O)CSc2nnnn2-c2ccc(C(N)=O)cc2)cc1	1	16	0	91	21*	0	-3.5	-22	-2	-13
O=C(NCc1cccc(Cl)c1)c1ccc(S(=O)(=O)Nc2cccc(C(F)(F)F)c2)cc1	-15	-22	4	128	-2	2	4.0	-8	1	-10
